# Compound activity from PubChem BioAssay.
# ELG1 DNA repair – blocks ELG1-dependent DNA repair in HEK293T cells. Potency, µM (titrated, usually from 46.1 µM), without a hit: at the highest dose activity change, negative = inhibition, usual class: inhibitors. 330,000 tested, 2.3% active. HEK293T ELG1-luciferase reporter, luminescence, 16 h; DNA damage induced by 5-fluorouridine; also: potency is read from the fitted curve at half-maximal effect; % is scaled to controls: 0 for no effect and ±100 for the full control effect; nearly all actives have a fitted effect of over 55% in size
#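 Step one: seed 2,000 cells per well. Step two: pin-transfer compound or DMSO alongside 5-fluorouridine. Step three: incubate 16 hr, 37 °C, 5% CO2. Step four: add ONE-Glo, wait 30 min, read luminescence.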
# TRPV1 agonist – human TRPV1 agonism | Q8NER1 | activation, % at 8.33 µM | TRPV1-expressing cells, Fluo-8 calcium influx, agonist mode | 320,000 tested, 0.19% active; in the data active = activation above about 80%; inconclusive = between about 30% and that limit; also: 0% is about no effect
#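 TRPV1-expressing cells were cultured overnight at 35.5C and loaded with Fluo-8 calcium dye for 40 to 90 min at room temperature. After a 10 s baseline, compound was added and calcium influx was read kinetically for 3 min (ex 480/em 520 nm).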
# CXXC DNA block – MLL CXXC-DNA interaction inhibition. MLL-CXXC / FITC-HOXA9 DNA fluorescence polarization. 290,000 tested, 0.037% active. Potency, µM (titrated, usually from 115 µM), without a hit: top-dose activity change, negative = inhibition, actives largely listed as inhibitors. Q03164. AID 2662; active = well fitted inhibition curve with a large enough effect in the polarisation, with a control signal flat, not every such curve was filed as active; inconclusive = small, poorly fitted or top-dose-only effect, or effect the other way, or a change in a side signal; inactive = no such curve, though single readings can be large or run the other way; the % refers to the polarisation; also: potency is read from the fitted curve at half-maximal effect
#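 Purified MLL-CXXC (added from a 7 uM solution) was preincubated 5 min at ambient with pinned compounds in 50 mM Tris-HCl pH 7.5, 50 mM NaCl, 1 mM DTT, 0.05% BSA. Fluorescein-labeled HOX-A9 DNA (50 nM solution) followed, 30 min, then polarization read.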
# p53 reactivation – restores transcriptional activity of mutant p53 | H1299 p53-A138V BP100-luciferase reporter, luminescence, 24 h | Potency, µM (doses to about 92.2 µM), without a hit: top-dose activity change, positive = activation, actives largely listed as activators | 320,000 tested, 0.063% active | AID 504706; also: potency is read from the fitted curve at half-maximal effect; % of control where 0% means no effect; nearly all actives have a fitted effect of over 45% in size
#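 p53-null H1299 cells stably carrying temperature-sensitive p53-A138V and a BP100-luciferase reporter were pinned with compounds (4-point, 1:5 series) and held 24 hrs at 37 deg C. Luminescence was read 10 min after detection reagent.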
# AT treatment – potential ataxia-telangiectasia treatments restoring KAP-1 phosphorylation. […] A-T fibroblasts, KAP-1 phosphorylation AlphaLISA; neocarzinostatin DNA damage 30 min before lysis. Potency, µM (titrated, usually from 57.5 µM), for inactives: top-dose activation, usual class: activators. 320,000 tested, 0.19% active. AID 485349; also: potency is read from the fitted curve at half-maximal effect; % of control where 0% means no effect; nearly all actives have a fitted effect of over 45% in size
#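 ATM-like activity read as KAP-1 phosphorylation via AlphaLISA donor/acceptor antibody pairs after lysis and 6 hr at 25C. Cells were ATM-null patient fibroblasts ([…], hTERT), dosed 60 min, then exposed to the DSB inducer NCS for 30 min.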
# Integrin act MD – integrin-mediated muscular dystrophy alleviation activation; alpha7betagal myoblasts, beta-gal FDG fluorescence, 48 h; Potency, µM (titrated, usually from 38.3 µM), for the others: at the top dose activation, actives largely listed as activators; 350,000 tested, 0.064% active;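 also: potency is read from the fitted curve at half-maximal effect; 100% = response of the positive control SU9516; nearly all actives have a fitted effect of over 60% in size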
#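 Alpha7betagal+/- myoblasts (passage 13) were plated 16-24 hr, then exposed to compounds (1:260 dilution of DMSO stock) for 48 hours at 37C. After MPER lysis, β-galactosidase reporter activity was read as FDG fluorescence (ex 480/em 540) after 30 minutes.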
# BRCA1 expr act – BRCA1 expression activation; 380,000 tested, 1.1% active; MCF7-BRCA1-FFLuc reporter, luminescence, 48 h; response scale: scaled: vehicle 0%, 10 µM genistein 100%; Potency, µM (highest dose often 46.1 µM), for the others: top-dose activation, hits mostly activators; also: potency is read from the fitted curve at half-maximal effect; nearly all actives have a fitted effect of over 80% in size; some results filed as inactive show a strong effect at the top dose
#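 Cells: MCF7-BRCA1-FFLuc, 2000/well. Exposure: 48 h, 37 °C, 5% CO2. Read: luminescence, 15 min post-substrate. Controls: genistein 10 microM (maximal activation), DMSO (neutral).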
# PTAP TSG101 blk – blocks PTAP/TSG101 interaction to inhibit HIV-1 budding; AID 493005; 340,000 tested, under 10 active; Fluorescence polarization, FITC-PTAP peptide / Tsg101 binding; Potency, µM (top dose mostly 115 µM), inactives show at the top dose activity change, negative = inhibition, usual class: inhibitors; Q99816; active = well fitted inhibition curve with a large enough effect in the main read-out, with a control signal flat, not every such curve was filed as active; inconclusive = small, poorly fitted or top-dose-only effect, or effect the other way, or a change in a side signal; inactive = no such curve, though single readings can be large or run the other way; also: potency is read from the fitted curve at half-maximal effect; % of control where 0% means no effect
# Target sequence (Q99816 whole entry, looked up): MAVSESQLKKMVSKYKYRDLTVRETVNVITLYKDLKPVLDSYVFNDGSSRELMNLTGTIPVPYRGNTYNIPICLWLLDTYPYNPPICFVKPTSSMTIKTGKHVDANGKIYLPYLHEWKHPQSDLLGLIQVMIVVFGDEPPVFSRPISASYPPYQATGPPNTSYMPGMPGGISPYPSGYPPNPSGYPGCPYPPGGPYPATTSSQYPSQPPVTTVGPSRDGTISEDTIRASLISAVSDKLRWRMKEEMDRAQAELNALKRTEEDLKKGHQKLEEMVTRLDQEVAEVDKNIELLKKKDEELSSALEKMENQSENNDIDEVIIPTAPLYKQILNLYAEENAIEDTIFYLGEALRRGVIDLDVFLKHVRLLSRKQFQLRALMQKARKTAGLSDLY
#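 Steps: Tsg101 binding domain dispensed (10 uM final), compounds pinned in DMSO, FITC-labeled PTAP-motif peptide added (50 nM final); after 20 min binding at room temperature, polarization measured.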
# TCR activator – T cell receptor activation; Potency, µM (top dose mostly 9.22 µM), inactives show top-dose activation of IL-2 secretion, usual class: activators; primary human leukocytes, anti-CD3, IL-2 HTRF, 48 h; 330,000 tested, under 10 active; also: % of control where 0% means no effect
#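 TCR engagement came from a-CD3 beads alone, with compounds added to primary human leukocytes for 48 hr. Secreted IL-2 bridged europium cryptate- and d2-labelled anti-IL-2 antibodies, giving FRET emission at 665nm after 320nm excitation.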
# B2AR arrestin – recruits beta-arrestin to the human beta2-adrenergic receptor. P07550. 330,000 tested, 0.02% active. beta-arrestin recruitment to beta2AR, cell-based reporter. Potency, µM (titrated, usually from 46.1 µM), for the others: at the highest dose activation, actives largely listed as activators;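 also: potency is read from the fitted curve at half-maximal effect; 0% = DMSO controls and full agonism = EC100 isoproterenol or metaproterenol; nearly all actives have a fitted effect of over 65% in size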
# Target sequence (P07550 whole entry, looked up): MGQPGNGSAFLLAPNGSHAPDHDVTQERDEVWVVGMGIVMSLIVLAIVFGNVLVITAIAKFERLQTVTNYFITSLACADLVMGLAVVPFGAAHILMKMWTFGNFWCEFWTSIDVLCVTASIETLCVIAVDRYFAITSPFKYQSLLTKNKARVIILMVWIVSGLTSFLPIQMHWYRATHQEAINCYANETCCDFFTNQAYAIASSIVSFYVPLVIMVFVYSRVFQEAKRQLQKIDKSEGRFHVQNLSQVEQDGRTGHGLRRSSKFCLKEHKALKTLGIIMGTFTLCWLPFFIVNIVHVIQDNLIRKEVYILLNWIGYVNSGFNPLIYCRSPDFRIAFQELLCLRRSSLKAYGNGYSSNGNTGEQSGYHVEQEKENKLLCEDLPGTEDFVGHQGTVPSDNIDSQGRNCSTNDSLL
# * = called active by the depositor; ? = inconclusive; . = no result given; & = joins results of further samples; [ ] = remark or other dose. Unless noted, calls follow the shape of the dose curve; as a rule, active = well fitted curve in the direction sought with a large enough effect; inconclusive = small, poorly fitted or top-dose-only effect, or another doubt; inactive = no such curve, though single readings can be large; an effect the other way counts as inactive or inconclusive. Rows are unselected, and some 3.8% of all compounds hit somewhere here.
SMILES,ELG1 DNA repair,TRPV1 agonist,CXXC DNA block,p53 reactivation,AT treatment,Integrin act MD,BRCA1 expr act,PTAP TSG101 blk,TCR activator,B2AR arrestin
Cc1nnc(SCC(=O)Nc2ccccc2F)n1Cc1ccco1,16%,-7,9%,-1%,17%,-21%,5%,-1%,6%,-0.5%
CCN(c1ccccc1)S(=O)(=O)c1cccc(C(=O)NCC(c2ccc(F)cc2)N2CCOCC2)c1 (centres undefined),.,.,.,.,.,22%,-24%,-6%,-5%,.
Cc1ccc(/C=C/C(=O)OCC(=O)N2CC(=O)Nc3ccccc32)o1,-3%,0,7%,-2%,-2%,-1%,-6%,-2%,-11%,-0.2%
CCOc1ccccc1OCCCC(=O)N1CCN(S(=O)(=O)c2ccc(C)cc2)CC1,-17%,6,1%,0%,7%,9%,-26%,0%,3%,0.3%
O=S(=O)(c1ccccc1)N1CCN(C(=S)Nc2ccccc2Cl)CC1,?,17,2%,-12%,-43%,10%,-26%,-4%,-2%,2.3%
COc1ccc(NC(=O)CN2C(=O)COc3ccc(S(=O)(=O)N4CCOCC4)cc32)cc1Cl,19%,7,3%,1%,3%,13%,4%,-16%,-6%,0.4%
CCCc1cc(-c2ccc(O)c(OCC)c2)c(C#N)c(N)n1,?,3,-4%,3%,2%,6%,-28%,-6%,-7%,-0.6%
CC1CN(C(=O)CCn2c(=O)oc3ccccc32)CC(C)O1 (centres undefined),21%,-1,-9%,2%,12%,-11%,12%,-3%,-3%,0.6%
O=S(=O)(/N=C(/Nc1cc(N2CCOCC2)ncn1)c1ccc(F)cc1)c1ccccc1,10%,-2,8%,3%,5%,26%&-18%,-9%&52%,-2%&-5%,-6%&0%,-0.2%
COc1ccc(C)cc1S(=O)(=O)Nc1cccc(SC)c1,-3%,4,6%,5%,-2%,1%,-14%,-1%,5%,-0.1%
CCCCc1nnc(NC(=O)CSCc2cc(=O)n3ccsc3n2)s1,0%,0,8%,-3%,5%,13%,0%,0%,5%,0.0%
CCn1cc(C(=O)NC(=S)Nc2ccccc2Br)cn1,23%,10,?,17%,12%,-17%,62%,-4%,3%,-0.6%
COc1ccc(OC)c(NC(=O)CNC(=O)Cn2cnc3ccccc3c2=O)c1,-14%,2,4%,-3%,-1%,8%,-11%,0%,-3%,-0.4%
O=c1cc(Cl)[nH]n(-c2ccccc2)c1=O,-4%,0,-3%,.,4%,-27%,3%,-6%,-1%,-0.5%
CCOCC(=O)Nc1nc(-c2ccccc2)c(CC)s1,-5%,?,-2%,2%,7%,9%,-28%,-2%,-5%,0.4%
COc1ccc(S(=O)(=O)N(C)c2ccc(C(=O)Nc3cccnc3)cc2)cc1OC,21µM*,19,2%,-7%,0%,-12%,-2%,-2%,0%,0.2%
CC(=O)CSc1ncnc2sc3c(c12)CCCC3,-8%,15,-5%,5%,7%,-5%,-1%,-4%,2%,-0.3%
Cc1ccccc1NC(=O)N1c2ccccc2CC1C (centres undefined),27%,1,9%,6%,-1%,3%,68%,-3%,2%,-0.3%
Cc1ccnc(NC(=O)C(C)N2C(=O)c3ccccc3C2=O)c1 (centres undefined),-2%,-7,1%,1%,-1%,-6%,-23%,-6%,-3%,-0.4%
CC(C)CCNC(=O)CCNS(=O)(=O)c1ccc(Cl)cc1,-2%,1,-1%,-4%,3%,2%,1%,-2%,-5%[46.1 µM],0.2%
C[C@@H](C(=O)O)[C@H]1C[C@]1(C)[C@H](NC(=O)OCc1ccccc1)c1ccccc1,11%,-4,-5%,3%,-3%,14%,0%,.,-3%,-0.6%
O=C(C1CCCC1)N1CCCC(Nc2ccc(F)cc2)C1 (centres undefined),7%,?,2%,0%,1%,22%,-22%,-4%,11%,0.2%
O=C(OC(C(=O)NCC1CCCO1)c1ccc(F)cc1)c1cccs1 (centres undefined),1%,13,-1%,-9%,-3%,-3%,23%,-5%,-6%[46.1 µM],0.0%
COCCC(=O)Nc1ccc2c(c1)CN(C(=O)CCSC)CC2,5%,0,0%,0%,10%,6%,0%,1%,1%,-1.3%
O=C(N/N=C/c1cccs1)c1ccc2nc[nH]c2c1,?,2,1%,5%,6%,7%,78%,-5%,5%,-0.6%
O=C(O)c1c2c(nc3ccccc13)/C(=C/c1cccc([N+](=O)[O-])c1)CCC2,?,0,19%,8%,-7%,-57%[inhibitor],18%,-7%,4%,0.0%
COc1cccc(-c2nn(-c3ccccc3)cc2CN(C)C(C)c2ccncn2)c1 (centres undefined),?,16,0%,-1%,-3%[11.5 µM],2%,-41%,0%,1%,0.2%
COC(=O)c1ccccc1NC(=O)CSc1nnc(C(CO)NC(=O)c2ccccc2Cl)n1C (centres undefined),12%,-3,4%,3%,-1%,11%,2%,-2%,-7%,-0.1%
CCCCCc1nc2c(=O)[nH]c3ccccc3c2o1,?,-3,1%,?,-4%,-10%,?,-1%,4%,0.2%
Cc1noc(NS(=O)(=O)c2ccc(NC(=O)c3ccc(Cl)c(S(=O)(=O)N(C)c4ccccc4)c3)cc2)c1C,1%,1,.,-4%,6%,25%,-3%,-3%,2%,-2.8%
CC(C)COC(=O)C1[C@H]2C(=O)N(Cc3cccs3)C[C@]23C=C[C@H]1O3 (some centres undefined),4%,-4,7%,6%,8%,9%,-8%,-7%,4%,-0.3%
Cc1ccc2c(c1)cc(CN(Cc1ccc3c(c1)OCO3)C(=O)c1ccccc1)c1nnnn12,2%,0,4%,2%,6%,0%,-36%,-4%,1%,-1.2%
CCN(CC(=O)NCc1ccc(Cl)cc1)C(=O)CN1C(=O)NC(CC)(c2ccccc2)C1=O (centres undefined),4%,?,8%,10%,12%,1%,-1%,0%,-1%,-0.3%
Cc1ccc(C(=O)NCCc2nnc3ccc(NCCCN4CCOCC4)nn23)cc1,6%,-4,0%,-6%,-4%,?,5%,-3%,-4%,-0.5%
CC(C)NC(=O)c1cc(-c2ccco2)nn1-c1ccc(Cl)cc1,-16%,8,6%,-1%,-3%,-54%[inhibitor],2%,-4%,3%,-0.9%
Cc1ccc(C)c(OCCC(=O)OCC(=O)Nc2cccc(S(=O)(=O)N3CCCC3)c2)c1,4%,0,.,0%,-1%,8%,-12%,0%,3%,0.2%
O=C(NNC(=O)c1ccncc1)c1ccncc1,11%,-4,-13%,2%,.,12%,2%,-1%,0%,-0.2%
O=C(NC1=NCCS1)C12CC3CC(C1)CC(C(=O)NC1=NCCS1)(C3)C2,23µM*,-9,1%,5%,-2%,?,0%,0%,-1%,3.9%
CCCCNC(=O)C1(NC(=O)Nc2ccccc2)CCCCC1,16%,5,-2%,3%,-1%,-26%,-4%,1%,-5%,7.1%
Cc1cc(C)nc(NC(=O)Cc2ccc(Br)cc2)n1,14%,2,7%,-3%,-2%,12%,-7%,-5%,-6%,-0.8%

# Structural class: the compounds so far with bromine
SMILES,ELG1 DNA repair,TRPV1 agonist,CXXC DNA block,p53 reactivation,AT treatment,Integrin act MD,BRCA1 expr act,PTAP TSG101 blk,TCR activator,B2AR arrestin
CCn1cc(C(=O)NC(=S)Nc2ccccc2Br)cn1,23%,10,?,17%,12%,-17%,62%,-4%,3%,-0.6%
Cc1cc(C)nc(NC(=O)Cc2ccc(Br)cc2)n1,14%,2,7%,-3%,-2%,12%,-7%,-5%,-6%,-0.8%

# Next part.
SMILES,ELG1 DNA repair,TRPV1 agonist,CXXC DNA block,p53 reactivation,AT treatment,Integrin act MD,BRCA1 expr act,PTAP TSG101 blk,TCR activator,B2AR arrestin
O=C1CCCN2N=C(SCC(=O)N3N=C(c4ccc(Br)cc4)CC3c3ccc(F)cc3)SC2=N1 (centres undefined),?,5,0%,-1%,3%,0%,-33%,-1%,1%,0.0%
CCc1nc(SCC(=O)N2c3ccccc3CC2C)c2c(C)c(C)sc2n1 (centres undefined),?,?,-1%,-3%,4%,-28%,-27%,2%,.,-0.6%
CC(=O)Nc1c(-c2ccccc2Cl)c(=O)c2ccccc2n1C,1%,0,-14%,1%,29%,19%,-3%,0%,6%,-0.6%
Cc1ccc(-c2noc(CSc3ccccc3)n2)cc1,?,17,8%,?,7%,1%,?,-3%,.,-0.9%
O=C(c1ccc(N2C(=O)C3C4c5ccccc5C(c5ccccc54)C3C2=O)cc1)N1CCOCC1 (centres undefined),?,17,?,-6%,-5%,-34%,-14%,0%,-1%[46.1 µM],-0.1%
C=CC[C@@H](CC(=O)N[C@@H](CO)Cc1ccccc1)C(=O)N[C@H](COC(=O)[C@@H](CC=C)Cc1ccc(F)cc1)C(C)(C)C,?,.,.,8%,-10%,0%,-50%,-8%,18%,-0.3%
COc1ccc2c(c1)[C@H]1[C@H](CO2)[C@H](c2ccccc2)[C@]2(C)C(=O)Nc3cc(C)ccc3C(=O)N12,2%,.,.,3%,3%,10%,-7%,0%,8%,6.3%
CCCCCNc1nc(-c2ccccc2)nc(-n2ccnc2)n1,-7%,2,3%,2%,-2%,14%,-18%,1%,.,0.2%
